RXFP1 antagonist: antagonists of human relaxin receptor RXFP1; AID 1259400; Q9HBX9; HEK293-RXFP1, relaxin-stimulated cAMP HTRF, 30 min; stronger effect = lower value; activity change, negative = inhibition, % at 57.5 µM; 350,000 tested, 0.59% active;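 active = activity change of -60% or lower, but not beyond a set lower limit; inconclusive = change between -60% and -40%, or beyond the set limit; inactive = change above -40%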; also: % is scaled to controls: 0 for no effect and ±100 for the full control effect
Vif-APOBEC3G blk: blocks the Vif interaction with human APOBEC3G. Q9HC16. Potency, µM (doses to about 46.1 µM), inactives show at the top dose activity, negative = active, actives largely listed as inhibitors. 410,000 tested, 0.076% active. HeLa A3G-eYFP + Vif (tagged APOBEC3G with the HIV-1 protein that degrades it), YFP fluorescence, overnight;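 also: potency is read from the fitted curve at half-maximal effect; % is scaled to controls: 0 for no effect and ±100 for the full control effect; nearly all actives have a fitted effect of over 60% in size; hits raise eYFP signal because A3G escapes Vif-driven loss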
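Read-out is eYFP fluorescence (Ex 488/Em 500-530) from Vif-expressing HeLa A3G-eYFP cells; more signal means A3G escaped Vif-mediated degradation. Cells plated overnight, compound pinned in, incubated overnight at 37 deg C.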
Vif-A3F inh: inhibitors of Vif-A3F interaction; Potency, µM (series often up to 46.1 µM), without a hit: at the highest dose activity, negative = active; HeLa A3F-eYFP + Vif (tagged APOBEC3F with the HIV-1 protein that degrades it), YFP fluorescence increase; AID 602313; 390,000 tested, 0.2% active; also: potency is read from the fitted curve at half-maximal effect; % of control where 0% means no effect; nearly all actives have a fitted effect of over 65% in size
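HeLa cells stably expressing A3F-eYFP plus Vif, plated and incubated overnight at 37 deg C, then exposed to compounds overnight at 37 deg C. Blocked degradation read as raised yellow fluorescence (Ex 488/Em 500-530).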
GRP78 ERSR act: induces the endoplasmic reticulum stress response in human glioma cells; U87-MG GRP78 promoter luciferase reporter, 16 h; Potency, µM, for inactives: top-dose activation, hits mostly activators; 420,000 tested, 0.02% active; AID 602332; also: potency is read from the fitted curve at half-maximal effect; series mostly up to about 76 µM; % of control where 0% means no effect; nearly all actives have a fitted effect of over 35% in size
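Stably transfected U87-MG glioma cells carrying a GRP78-based luciferase sensor; 16 h compound incubation. Luminescence end-point read 10 min after Bright-Glo addition at room temperature.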
D2 PAM: D2 dopamine receptor (human) potentiation | AID 485347 | HEK293 T-REx D2, calcium flux, EC20 dopamine potentiation | 340,000 tested, 0.34% active | P14416 | potentiation, % at 10 µM;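 active = potentiation over 3 SD above the plate norm, cut at about 30% in these data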; also: 0% is about no effect
Target sequence (P14416 whole entry, looked up): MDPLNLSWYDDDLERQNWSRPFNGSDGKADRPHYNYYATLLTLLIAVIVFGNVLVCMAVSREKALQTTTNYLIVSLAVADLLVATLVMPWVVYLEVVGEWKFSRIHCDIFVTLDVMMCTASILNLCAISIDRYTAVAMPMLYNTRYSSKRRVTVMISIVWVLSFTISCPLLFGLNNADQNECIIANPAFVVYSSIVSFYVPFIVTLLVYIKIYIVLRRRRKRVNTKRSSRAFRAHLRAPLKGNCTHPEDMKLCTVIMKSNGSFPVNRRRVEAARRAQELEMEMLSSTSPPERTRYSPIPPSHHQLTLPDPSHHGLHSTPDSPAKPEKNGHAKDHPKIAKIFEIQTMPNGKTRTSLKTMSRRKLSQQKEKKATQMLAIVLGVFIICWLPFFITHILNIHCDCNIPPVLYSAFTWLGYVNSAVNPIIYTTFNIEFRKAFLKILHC
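Cells plated with tetracycline inducer and held overnight at 30 C; calcium dye loaded 30–90 min at room temperature; baseline taken, compound added and read 180 s; EC20 dopamine then added and read 180 s.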
D1 PAM: enhances dopamine response at the human D1 receptor. 360,000 tested, 0.036% active. potentiation, % at 10 µM. HEK293 TREx D1 cells, calcium flux, dopamine EC20 potentiation. P21728. AID 504651; in the data active = potentiation above about 30%; also: 0% is about no effect
Target sequence (P21728 whole entry, looked up): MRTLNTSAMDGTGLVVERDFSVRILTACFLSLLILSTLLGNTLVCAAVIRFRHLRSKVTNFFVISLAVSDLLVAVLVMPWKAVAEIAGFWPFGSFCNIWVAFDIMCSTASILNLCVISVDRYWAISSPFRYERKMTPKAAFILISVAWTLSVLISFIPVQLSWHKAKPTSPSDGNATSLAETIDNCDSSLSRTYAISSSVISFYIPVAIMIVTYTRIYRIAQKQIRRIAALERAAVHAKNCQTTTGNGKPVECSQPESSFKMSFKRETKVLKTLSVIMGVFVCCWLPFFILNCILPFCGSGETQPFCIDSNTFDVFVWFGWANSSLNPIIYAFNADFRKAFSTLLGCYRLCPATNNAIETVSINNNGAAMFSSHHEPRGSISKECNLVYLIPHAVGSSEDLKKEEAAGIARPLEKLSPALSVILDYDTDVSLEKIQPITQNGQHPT
D1 antag: antagonists of human D1 dopamine receptor; P21728; HEK293 TREx D1 cells, calcium flux, dopamine EC80; stronger effect = lower value; activity change, negative = inhibition, % at 10 µM; 360,000 tested, 3.2% active; in the data active = activity change below about -30%; also: % is scaled to controls: 0 for no effect and ±100 for the full control effect
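Calcium flux readout: force-coupled, inducible Hek293 Trex D1 line, cells induced overnight at 30 C with tetracycline, dye-loaded 30–90 min at RT. Antagonism scored against EC80 dopamine challenge given 180 s after compound.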
RXFP1 ag: agonists of human relaxin receptor RXFP1; AID 2676; 370,000 tested, 0.3% active; Potency, µM (series often up to 57.5 µM), inactives show top-dose activation, usual class: activators; HEK293T-RXFP1 cAMP TR-FRET, 30 min; response scale: percent of porcine relaxin response, buffer zero; also: potency is read from the fitted curve at half-maximal effect; % is scaled to controls: 0 for no effect and ±100 for the full control effect; nearly all actives have a fitted effect of over 60% in size; many of its hits are not listed in these tables
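HEK293 cells stably expressing RXFP1, treated 30 min at 37C with compounds plus PDE4 inhibitor Ro 20174; cAMP measured by HTRF TR-FRET. Normalized to buffer and 29 nM porcine relaxin; EC50 by Hill fit.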
D1 agonist: agonists of human D1 dopamine receptor; HEK293 T-REx D1 cells, calcium flux, agonist mode; activation, % at 2 µM; 360,000 tested, 1% active; in the data active = activation above about 30%; also: 0% is about no effect
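Tetracycline-induced HEK293 TREx D1 cells, force-coupled to calcium signalling, were dye-loaded with a no-wash calcium kit. Compound was pin-added after a 10 s baseline. Fluorescence was read kinetically at 1 cycle/s for 180 s, with calcium rises flagged as agonism.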
Starred values were filed as active, the others as inactive; u = inconclusive; x = no result given; & = joins results of further samples. Unless noted, calls follow the shape of the dose curve; as a rule, active = well fitted curve in the direction sought with a large enough effect; inconclusive = small, poorly fitted or top-dose-only effect, or another doubt; inactive = no such curve, though single readings can be large; an effect the other way counts as inactive or inconclusive. Some of the compounds tested; count on the stated rates, not on these rows.

SMILES	RXFP1 antagonist	Vif-APOBEC3G blk	Vif-A3F inh	GRP78 ERSR act	D2 PAM	D1 PAM	D1 antag	RXFP1 ag	D1 agonist
O=C1Nc2ccccc2O/C1=C\c1ccccc1	-12	-9%	-9%	3%	3	-3	5	8.7%	4
O=C(NCCN1CCOC1=O)C1CCC(=O)N(CCc2ccc(Cl)cc2)C1 (configuration not stated)	0	0%	-2%	-3%	-1	0	6	0.9%	4
Cc1c2cnn(-c3ccccc3)c(=O)c2c(C)n1CCCC(=O)N1CCN(C)CC1	-3	1%	2%	-3%	-4	x	-11	-0.6%	0
CCN(CC)S(=O)(=O)c1ccc(C(=O)NCc2nnc(SCC(=O)OC)n2C)cc1	-1	3%	-9%	-3%	7	-4	4	1.2%	8
CCCCC(=O)Nc1cccc(NC(=O)c2cccc(Br)c2)c1	3	-5%	1%	0%	0	-6	-6	-1.6%	14
COc1ccc(-c2noc(N3CCC(C(=O)Nc4cc(OC)c(OC)c(OC)c4)CC3)n2)cc1	-8	0%	1%	-4%	1	-5	-5	4.0%	0
Cc1ccc(N(CC(=O)Nc2cccc(Cl)c2)S(=O)(=O)c2cccs2)cc1	x	-4%	-1%	-3%	-7	-1	-17	2.2%	19
CC(C)(C)c1ccc(C(=O)NC(Cc2c[nH]c3ccccc23)C(=O)OCC(=O)c2ccccc2)cc1 (configuration not stated)	-34	3%	2%	2%	-8	-3	-6	1.8%	7
CN1c2ccccc2Sc2cc(N)ccc21	-2	-21%	2%	-2%	8	0	4	-3.4%	0
Cc1nc2sc(C)c(C)n2c(=O)c1S(=O)(=O)NCCc1ccc(Cl)cc1	14	4%	-7%	-5%	0	-4	-3	u	2
Cc1nnc(NC(=O)C2C3C=CC(O3)C2C(=O)O)s1 (configuration not stated)	x	x	x	x	x	-2	-4	0.0%	7
O=C(O)CCN1C(=O)c2ccc(NC(=O)Cc3ccc(Cl)cc3)cc2C1=O	-13	-2%	-3%	-4%	x	-4	41	1.5%	1
COc1ccc(NC(=O)COC(=O)CN2C(=O)NC(C)(C)C2=O)cc1	3	2%	3%	-5%	16	5	-16	0.3%	0
O=C(Nc1ccc2ccccc2c1)c1cn(-c2ccccc2)nc1-c1cccs1	12	-1%	-6%	3%	-12	-3	-4	1.3%	3
Oc1ccc(/C=N/NC(=S)NCC2CCCO2)cc1 (configuration not stated)	-6	0%	-2%	2%	-3	-4	2	0.2%	1
O=C(Cn1c(=O)c2cccn2c2ccccc21)NCCc1ccccc1	-13&-10	0%&-20%	0%&-3%	-3%&0%	-19&1	-9&-5	1&3	u	3&3
O=C(O)C1Cc2[nH]cnc2C(c2ccccc2O)N1 (configuration not stated)	6	-2%	-1%	0%	-3	-2	-5	2.8%	2
COc1ccc(CCNCc2ccc(OCC(=O)N3CCCCC3)c(OC)c2)cc1OC	8	5%	-13%	-8%	x	-1	3	-1.5%	1
Cc1cc(NC(=O)CSc2nncn2-c2ccccc2)no1	-5	0%	-4%	-1%	-3	-2	-10	-2.9%	2
COc1ccc(-c2csc3nc(-c4ccc(Cl)cc4)oc(=O)c23)cc1	x	1%	6%	-4%	-8	-2	-5	19%	0
Cc1cc(NC(=O)CSc2c(C)[nH]c3ccccc23)no1	5	-3%	4%	1%	9	-6	9	0.0%	1
Cc1ccc2oc(C(=O)N3CCC(O)(c4ccccc4)CC3)c(C)c2c1	-3	-4%	2%	4%	x	-1	-4	1.1%	4
Cc1ccc(/C=C(\C#N)C(=O)Nc2cccc(Br)c2)o1	-2	x	x	x	2	-1	4	5.0%	4
C=C[C@@H]1c2cc(C)ccc2N(S(=O)(=O)c2ccc(C)cc2)[C@H](c2ccc(OC(C)=O)cc2)C1(C#N)C#N	x	u	0%	-1%&2%	8	0	x	0.6%	40*
CCc1cc(Cn2nc(-c3ccccc3)cc2C(=O)NCCOC)on1	x	3%	5%	3%	-1	-4	2	2.6%	0

Next section:
SMILES	RXFP1 antagonist	Vif-APOBEC3G blk	Vif-A3F inh	GRP78 ERSR act	D2 PAM	D1 PAM	D1 antag	RXFP1 ag	D1 agonist
CCCCC(CCC(=O)O)(C(=O)OCC)c1csc(Nc2ccccc2)n1 (configuration not stated)	-2	-3%	2%	-3%	-5	-3	-6	5.0%	5
CC1(C)Cc2c(ccc3ccccc23)/C(=C/C(=O)N2CCCCC2)N1	u	-2%	-7%	-7%	19	-5	5	1.9%	2
O=C(O)Cn1nnc(-c2ccc(OCc3cccc(C(F)(F)F)c3)cc2)n1	4	1%	5%	0%	4	0	-27	0.6%	19
O=C(NCCS(=O)(=O)N1CCN(c2ccccc2)CC1)c1cc(=O)c2ccccc2o1	4	0%	-7%	0%	x	x	x	x	x
COc1ccc(NC(=S)Nc2ccc(C)c(S(=O)(=O)N3CCCCC3)c2)cc1	x	x	x	x	-11	-7	-7	3.9%	13
O=C(CN1CCCC1)Nc1cccc(Cl)c1	-2	1%	-9%	0%	-22	-3	4	0.0%	4
COc1ccc(/C=N/Nc2nc(N3CCCCC3)nc(N3CCCCC3)n2)cc1[N+](=O)[O-]	-3	2%	0%	-3%	1	-8	-2	2.0%	-1
Cc1ccsc1C(=O)N/N=C/c1ccc([N+](=O)[O-])cc1	1	-7%	4%	1%	-1	2	-7	-1.2%	7
COc1cccc(CNC(=O)C2CCC(CNS(=O)(=O)c3ccc4c(c3)CCCC(=O)N4)CC2)c1 (configuration not stated)	x	5%	-2%	-1%	6	-5	-17	0.3%	6
COc1ccc(NC(=O)CCCSc2nc(-c3ccco3)cc(C(F)(F)F)n2)cc1	-10	-3%	3%	-3%	-1	-4	6	1.3%	5
CC(=O)O[C@@H]1[C@@H](OC(C)=O)[C@H](n2ccc3cc([N+](=O)[O-])ccc32)OC[C@@H]1OC(C)=O	-1	-1%	-5%	-2%	x	x	x	x	x
O=C(CCC1CCCCC1)NCCN1C2=NC[C@H](Cc3ccc(O)cc3)N2C[C@H]1Cc1ccc(O)cc1	x	4%	-1%	-5%	13	4	17	-1.4%	5
O=C(NCc1ccc(Cl)cc1)c1ccc(-c2ccccc2C(F)(F)F)o1	x	0%	2%	-4%	0	-3	-39*	0.3%	33*
N#CCC(=O)Nc1ccc(C(=O)OCC(=O)c2c[nH]c3ccccc23)cc1	-16	0%	-4%	0%	x	x	x	x	x
CC(NCC(=O)Nc1ccccc1C(=O)NC1CC1)c1ccc(S(N)(=O)=O)cc1 (configuration not stated)	6	1%	0%	-2%	8	-4	0	0.3%	1
Cc1occc1C(=O)NNC(=O)Nc1ccc(Cl)c(Cl)c1	-27	-2%	9%	1%	-5	6	-1	0.3%	4
Cc1oc2ncn(CC(C)C)c(=O)c2c1C(=O)NCCCN1CCC(C)CC1	x	0%	1%	0%	-16	-3	11	7.7%	0
CN1CCN(C(=O)c2ccccc2NC(=O)c2ccc(C(C)(C)C)cc2)CC1	-3	1%	5%	2%	-2	-10	9	3.3%	3
NC(=O)CN1CCOCCOCCN(CC(N)=O)CCOCCOCC1	7	2%	-5%	-4%	-1	-4	1	0.2%	0
CCc1oc(C(=O)O)cc1COC	12	-1%	-2%	-4%	0	1	-7	1.1%	0
Cc1ccc(S(=O)(=O)N2CCC(=O)N(CCOCc3cccc(C)c3)CC2)cc1	x	0%	-4%	-6%	0	0	-3	-0.6%	-2
N#Cc1ccc(S(=O)(=O)N2CCN(Cc3cccs3)CC2)cc1	6	0%	-37%	-1%	-6	-4	-64*	0.1%	-1
CN1C(=O)c2ccc(C(=O)Nc3nccs3)cc2C1=O	0	1%	3%	-1%	0	-5	1	13%	1
Cc1cc(C)c2nc(N3CCC(C(=O)NCc4cccnc4)CC3)sc2c1	2	0%	-1%	0%	0	-8	33	0.5%	5
Cc1nn(CC(=O)Nc2c(F)c(F)cc(F)c2F)c(=O)c2cccn12	10	0%	-4%	3%	-20	-6	-3	6.0%	-1

The list goes on.
SMILES	RXFP1 antagonist	Vif-APOBEC3G blk	Vif-A3F inh	GRP78 ERSR act	D2 PAM	D1 PAM	D1 antag	RXFP1 ag	D1 agonist
N#C/C(=C/c1ccc([N+](=O)[O-])cc1)C(=O)Nc1ccccc1O	-40	-13%	u	19%	1	1	24	1.0%	23
Cc1cc(-c2nnc(CCC(=O)N(C)C(C)c3cccs3)o2)no1 (configuration not stated)	1	0%	1%	12%	-7	-1	12	5.9%	1
CCC(=O)NNC(=O)c1c(O)c2ccccc2[nH]c1=O	6	-1%	-22%	2%	5	-7	10	-0.1%	1
COc1ccc(CC(=O)Nc2nc(-c3cc(OC)ccc3OC)cs2)cc1	-13	2%	10%	0%	6	5	-8	3.1%	3
CCOC(=O)c1c(C)[nH]c(C)c1S(=O)(=O)NCCN1CCN(c2cc(Cl)ccc2C)CC1	-5	-3%	-12%	-3%	-1	-18	-42*	-0.1%	1
CC(=O)Nc1ccc(C(=O)NCCCOC(C)C)cc1	9	2%	-9%	0%	1	-2	14	-0.9%	2
Cc1ccc(-c2nc3c(c(SCC(=O)N4CCCC4)n2)COC(C)(C)C3)cc1	-4	2%	-2%	-2%	x	x	x	x	x
CCC1CCc2sc(C(=O)N(C)CC(=O)Nc3cccc(OC)c3)cc2C1 (configuration not stated)	-9	0%	-9%	-5%	-8	x	19	1.7%	1
O=C(NCc1ccccc1)c1cnsn1	-11	2%	-3%	-2%	13	3	-6	1.4%	5
CN1C(=O)/C(=C/c2cc3c(cc2Br)OCO3)NC1=S	-1	9%	-3%	-4%	3	3	29	0.3%	5
COc1ccc(C2NN=C(c3ccc(C)cc3)S2)cc1OC (configuration not stated)	-19	-4%	-11%	5%	-8	-7	8	-1.1%	1
Cc1ccc(S(=O)(=O)Nc2cc3c4c(c2)CC(=O)N4CCC3)cc1	-6	0%	-2%	2%	6	-7	3	0.5%	3
CC(=O)c1ccc(NC(=O)Cn2nc(C)c([N+](=O)[O-])c2C)cc1	-20	0%	-3%	-1%	-5	4	-13	2.8%	3
CCN(Cc1ccncc1)Cc1c(O)ccc2cc(Br)ccc12	9	-5%	16%	0%	x	-4	-27	10%	6

Assay outcomes deposited in PubChem BioAssay by National Center for Advancing Translational Sciences (NCATS).
